Screens (PubChem BioAssay)
RMI-FANCM inh = blocks RMI1/RMI2 complex binding to FANCM MM2 peptide; 0.58% of 70,000 active; Fluorescence polarization, RMI core complex with F-MM2 peptide; active compounds read low; FP signal (polarization) at 33 µM; in the data active = FP signal below about 40; note: inactives centre near 61; strong numbers were not always called active; unit not given here
Active calls of the source: *; & = joins results of further samples. The list is partial; the hit share may differ from the screen's.

Molecule,RMI-FANCM inh
COc1ccc(-c2c(C)nn3c(NN)cc(C)nc23)cc1OC,59
O=C(Nc1onc2c1CCC2)C1COc2ccccc2O1 (stereo unspecified),55
CSC(=NCc1ccco1)NC#N,54
COc1cccc(CNC(=O)Cn2cnc3c(sc4cccc(Cl)c43)c2=O)c1,105
CCn1c(C(=O)OC)cc(=O)c2cc(OC)ccc21,57
O=C1NC2(c3ccccc3)NC(=O)NC2(c2ccccc2)N1 (stereo unspecified),58
O=C(NCC1CCCO1)C(=O)NCC(c1ccc2c(c1)OCO2)N1CCN(c2ccc(F)cc2)CC1 (stereo unspecified),53
CO[C@H]1/C=C/O[C@@]2(C)Oc3c(C)c(O)c4c(O)c(c(C=NN5CCN(C)CC5)c(O)c4c3C2=O)NC(=O)/C(C)=C\C=C\C(C)[C@H](O)[C@@H](C)[C@@H](O)[C@@H](C)[C@@H](OC(C)=O)[C@@H]1C (stereo partly specified),58
COc1cc2c(cc1OC)CN(C(=O)CSc1nc3scc(-c4ccccc4Cl)c3c(=O)n1-c1ccccc1)CC2,77
CC(=O)Nc1ccc(S(=O)(=O)N2CCC(c3nnc(-c4ccco4)o3)CC2)cc1,56
COc1cc(C(C[N+](=O)[O-])c2c(C)[nH]c3ccccc23)ccc1O (stereo unspecified),57
Cc1ccc(-c2noc(-c3c(C)cc(C)n(CC(=O)NCc4ccc5c(c4)OCO5)c3=O)n2)cc1,71
CC(C)CCNC(=O)CSc1ncc(-c2ccc(Br)cc2)o1,62
COc1cccc(CNC(=O)Cn2c(C)nc3c(sc4cccc(F)c43)c2=O)c1,89
Cc1cc(N2CCN(C(c3ccccc3)c3ccccc3)CC2)n2nc(C(F)(F)F)nc2n1,61
CCCCC(=O)O[C@H]1CCC2C3CCc4cc(O)ccc4C3CC[C@@]21C (stereo partly specified),64
C=CCn1c(SCC(=O)Nc2nsc(-c3ccccc3)n2)nc2sc3c(c2c1=O)CCCC3,75
C=CCn1c(SC(CCO)C(=O)NCc2ccco2)nc2sc3c(c2c1=O)CCC3 (stereo unspecified),58
O=C1C2CC=CCC2C(=O)N1c1cccc([N+](=O)[O-])c1 (stereo unspecified),56
Cc1ccc(Cl)c2sc(N3CCOCC3)nc12,53
CCOc1cccc2sc(=NC(=O)CCS(=O)(=O)c3ccc(F)cc3)n(C)c12,82
O=[N+]([O-])c1ccc(S(=O)(=O)c2ccccc2)cc1OS(=O)(=O)c1ccc(Cl)cc1,52
CC(C)NC[C@H](O)COc1cccc2ccccc12,53
Cc1cc(NC(=O)CCCSc2ccc(NC(=O)c3ccc(F)cc3)nn2)on1,61
CN(C)CC[C@@H](c1ccc(Br)cc1)c1ccccn1,52&66
COC(=O)CCn1c(=O)c2c(nc3n(-c4ccc(OC)c(Cl)c4)c(C)cn23)n(C)c1=O,58
O=S(=O)(CCc1ccccc1)N1CCN(c2ccc3nncn3n2)CC1,64
Cc1ccc2nc(N(CCN3CCOCC3)C(=O)c3ccnn3C)sc2c1,68
Cc1ccc(-n2ccn(CC(=O)NCc3ccccc3Cl)c(=O)c2=O)cc1F,57
CCOc1ccc2c(c1)sc(=NC(=O)c1cccc(C(F)(F)F)c1)n2CCOC,62
O=[N+]([O-])c1cccc(C2Oc3ccccc3C3CC(c4ccccc4)=NN32)c1 (stereo unspecified),46
O=c1[nH]c(=S)[nH]c2sc3c(c12)CCC3,65
CC12CCC(c3c(C(F)(F)F)n[nH]c31)C2(C)C (stereo unspecified),57
COc1cc(C(=O)Nc2cc(C(=O)N3CCC(Cc4ccccc4)CC3)ccc2N2CC3CC(C2)c2cccc(=O)n2C3)cc(OC)c1OC (stereo unspecified),54
CCCNC(=O)CSc1ccc(NC(=O)C2CC2)nn1,67
COc1cccc(NC(=S)NCC2CCCO2)c1 (stereo unspecified),63
Cc1csc(NC(=O)CSc2ncc(-c3ccc(Cl)cc3)n2C)n1,57
CCOc1cc(C2C(C(=O)Nc3ccccc3)=C(C)Nc3ncnn32)ccc1OC(=O)c1ccccc1 (stereo unspecified),70
O=C(Nc1ccc(CN2CCN(c3ccccn3)CC2)cc1)c1ccccc1C(F)(F)F,61
CN(CCCC(=O)N1CCN(c2ccccn2)CC1)S(=O)(=O)c1ccc2c(c1)C(=O)c1ccccc1C2=O,50
NC(=O)c1ccc(NC(=O)CCCn2nc(-c3ccc(Cl)cc3)ccc2=O)cc1,68
O=c1c2ccccc2sc2ccc(C(F)(F)F)cc12,54
Fc1cccc(F)c1Nc1ccc(Br)cn1,61
Cc1nn(-c2ccccc2)nc1CNS(=O)(=O)c1cccc2ccccc12,57
Cn1c(=O)c(/C=C/c2cccnc2)nc2ccccc21,207
COc1cc(-c2ccc(NC(=O)c3ccc(S(=O)(=O)N4CC(C)CC(C)C4)cc3)c(OC)c2)ccc1NC(=O)c1ccc(S(=O)(=O)N2CC(C)CC(C)C2)cc1 (stereo unspecified),64
O=C(CN1CCC2(CC1)NC(=O)N(Cc1ccc(Cl)cc1)C2=O)Nc1ccccc1F,55
Cc1ccc(-c2csc3nnc(SCC(=O)Nc4cccc(C)c4)n23)cc1,63
C=CS(=O)(=O)Cc1ccccc1,62
N#CC(C#N)=CNc1cc(C(F)(F)F)ccc1N1CCOCC1,53
CCOC(CNC(=O)C(=O)NCC(c1ccco1)N1CCN(c2ccccc2F)CC1)OCC (stereo unspecified),55
CN(C1=CC(=O)c2ccccc2C1=O)c1ccccc1,55
COC(=O)c1ccccc1NC(=O)c1cc2nc(C)ccc2o1,57
COC(=O)c1cnc(NNC(=O)c2ccco2)nc1C(F)(F)F,59
Nc1noc(Cc2c(Cl)cccc2Cl)n1,54
Cc1nc2ccccn2c(=O)c1NC(=O)Nc1ccc(F)cc1,70
CCCCCOc1ccc(NC(=O)c2ccc(Br)o2)cc1,56
Cc1ccccc1-n1ccnc1SCC(=O)Nc1nccs1,57
CCOC(=O)c1ccc(NC(=O)CCc2ccc(CC)o2)cc1,69
Cc1ccccc1-c1ccc(N2CCC(C(=O)N3CCc4ccccc4C3)CC2)nn1,62

Continued.
Molecule,RMI-FANCM inh
O=C(CSc1ccc(NC(=O)c2ccco2)nn1)Nc1ccccc1C(F)(F)F,67
O=C(CSc1nccn1Cc1cccs1)Nc1cccc(Cl)c1,58
O=C(COc1ccc(Cl)cc1)Nc1nnc(-c2ccc(Br)s2)o1,67
Cc1nc(C)c(C(=O)Nc2cccc(Br)c2)o1,53
Cc1nnc(NC(=O)CSc2nccn2Cc2ccc3c(c2)OCO3)s1,58
O=C(CN1CCN(Cc2nc3ccccc3[nH]2)CC1)Nc1ccc(F)cc1F,59
COc1ccc(CC(=O)Nc2ccc3c(c2)CCCN3C(=O)C2CC2)cc1,55
O=C(NCc1nnnn1-c1ccc(Cl)cc1)c1ccc(Br)o1,57
Nn1cnnc1SC1CCCCC1NS(=O)(=O)c1ccc(Cl)cc1 (stereo unspecified),75
COc1ccc(S(=O)(=O)N2CCCN(c3c(Cl)cncc3Cl)CC2)cc1OC,63
CC(c1ccccc1)n1c(C2CCCO2)nc2ccccc21 (stereo unspecified),61
COc1ccccc1CNC(=O)C(=O)NCCCN1CCCC1=O,50
C=CCNc1oc(-c2ccccc2C)nc1S(=O)(=O)c1ccc(C)cc1,61
CCOC(=O)Cc1csc(NC(=O)CSc2nncn2C)n1,60
COc1cccc(NC(=O)NCC(c2ccc3c(c2)CCN3C)N2CCCCC2)c1OC (stereo unspecified),63
N#C/C(=C\c1cccs1)C(=O)N1CCOCC1,52
CC1(C)CC(=O)C2=C(C1)OC(N)=C(C#N)C2c1ccc(Cl)cc1 (stereo unspecified),52
COc1ccccc1C(=O)N1CCC(c2nnc(-c3ccc(F)cc3)o2)CC1,67
Cc1ccc(S(=O)(=O)NNC2CS(=O)(=O)c3ccccc32)cc1 (stereo unspecified),60
Cc1nnsc1-c1n[nH]c(=S)n1C1CC1,43
Cc1nn(C2CCS(=O)(=O)C2)c2nc(-c3cccs3)cc(C(=O)Nc3ccc4c(c3)OCO4)c12 (stereo unspecified),65
CCN(CC)CCNc1nc2ccccc2[nH]1,61
Cc1cc(NC(=O)c2cccs2)n(C(C)C)n1,71
CCOC(=O)c1[nH]c2ccc([N+](=O)[O-])cc2c1CCC(=O)O,51
COC(=O)c1cc(-c2ccc(C)cc2C)n[nH]1,62
COc1ccc(NC(=O)CN2C(=O)/C(=C3\SC(=S)N(C(C)C)C3=O)c3ccccc32)c(OC)c1,43
O=C(CSc1ccccc1)Nc1ccc(N=Nc2ccccc2)cc1,50
COc1cc(NC(=O)c2ccc(=O)n(Cc3cccc(F)c3)n2)cc(OC)c1,59
CCOC(=O)CSc1nc2cc(C(=O)OC)ccc2c2nc3ccccc3n12,57
CCc1cc(C(=O)OC)c(N2C(=O)C3C4C=CC(C4)C3C2=O)s1 (stereo unspecified),57

Single values from the entries so far.
Result for COc1cc(NC(=O)c2ccc(=O)n(Cc3cccc(F)c3)n2)cc(OC)c1 under RMI-FANCM inh: 59
Result for CCN(CC)CCNc1nc2ccccc2[nH]1 under RMI-FANCM inh: 61
Result for COc1cccc(NC(=O)NCC(c2ccc3c(c2)CCN3C)N2CCCCC2)c1OC (stereo unspecified) under RMI-FANCM inh: 63
Result for N#C/C(=C\c1cccs1)C(=O)N1CCOCC1 under RMI-FANCM inh: 52
Result for Cc1nnc(NC(=O)CSc2nccn2Cc2ccc3c(c2)OCO3)s1 under RMI-FANCM inh: 58
Result for CCOC(=O)c1[nH]c2ccc([N+](=O)[O-])cc2c1CCC(=O)O under RMI-FANCM inh: 51

(further entries)
Molecule,RMI-FANCM inh
O=C1CCc2cc(NC(=O)c3ccccc3Br)ccc2N1,56
Cc1nc2ccc(NC(=O)CCCc3ccccc3)cc2c(=O)n1-c1ccc(F)cc1,63
COc1ccc2nc(N(/N=C\c3cccs3)C(=O)c3cccc(F)c3)sc2c1,105
CC(=O)N1CCc2ccc(NS(=O)(=O)c3cccs3)cc21,66
O=S(=O)(NCCOc1cccc(C(F)(F)F)c1)c1cc(F)ccc1F,62
CNC(=O)NC(=O)CSc1n[nH]c(-c2ccncc2)n1,59
CC(=O)N1CCc2c(sc3nc(SCC(=O)N4CCCCCC4)n(-c4ccccc4)c(=O)c23)C1,73
COc1ccc(C(C[N+](=O)[O-])c2c(-c3ccccc3)n(C)c3ccccc23)cc1 (stereo unspecified),76
O=C(CSc1nc2c(-c3ccccc3)c[nH]c2c(=O)n1C1CC1)Nc1ccc2c(c1)OCO2,69
CN(C)c1ccc(/C=N\NC(N)=S)c(Cl)c1,53
CCc1ccc(S(=O)(=O)n2ccc(C)n2)cc1,62
Nc1ncnc2c1CCC2,82
COc1ccc(CC(=O)NCCn2ccc3ccccc32)cc1,60
Cc1ccc(C)c(-c2nnc(NC(=O)c3ccccc3Cl)o2)c1,54
CC(=O)Nc1ccc2c(c1)OCCO2,55
NS(=NS(=O)(=O)c1ccccc1)c1ccc([N+](=O)[O-])cc1 (stereo unspecified),61
S=c1nc2c(n[nH]1)[nH]c1ccccc12,56
CCCCC(=O)Nc1nc(-c2ccccn2)cs1,55
CCOC(=O)c1cccc(O)c1O,47
CC1(C)CCC[C@@]2(C)C1CC[C@@]1(C)OCC[C@@H]12 (stereo partly specified),54
CCOC(=O)c1sc2nc(-c3ccccc3)cc(-c3ccccc3)c2c1N=Cc1cc(I)cc(I)c1O,59
O=[N+]([O-])c1ccc(OCC2CO2)c([N+](=O)[O-])c1 (stereo unspecified),62
Cc1ccc(C)c(S(=O)(=O)NCc2ccc(C(=O)Nc3ccc4c(c3)OCCO4)cc2)c1,78
CC(C)(C)c1cc(C(=O)O)nc2ncnn12,60
COC(=O)CC1SC(=O)N/C1=N\NC(=O)c1ccncc1 (stereo unspecified),64
CSc1nc2ccc(NC(=O)Cc3ccccc3)cc2s1,67
O=C(Nc1nnc(Cc2cccs2)o1)c1cc2ccccc2o1,69
CCCCCCCCOc1ccc(/C=C/C(=O)N2CCOCC2)cc1,65
CCOC(=O)c1c(NC(=S)NC(=O)c2ccc(C(=O)OC)cc2)sc(OC(=O)CC)c1C,87
CC(C)(C)NS(=O)(=O)c1ccc(NC(=O)Cn2cncn2)cc1,65
O=c1o[nH]c(-c2ccccc2)c1N=Nc1c(F)cccc1Cl,48
COCCn1cc(NC(=O)Nc2ccccc2SC)c2ccccc21,49
Cc1ccc2oc(=O)cc(CN3CCOCC3)c2c1,63
O=C(CCc1csc(NS(=O)(=O)c2ccccc2)n1)Nc1ccc2c(c1)OCO2,59
Cc1cc(NC(=O)C(=O)NCC2CCN(Cc3ccccc3)CC2)no1,68
CCCN1C(=O)C(C)(C)COc2ccc(NS(=O)(=O)Cc3ccc(Cl)cc3)cc21,72
COc1ccc(NC(=O)c2ccc(-c3ccccc3)cc2)cc1N1CCCC1=O,57
CC(=O)Nc1ccccc1OCC(O)CN1CCC(C(N)=O)CC1 (stereo unspecified),58
Cc1ccc(SCCCC(=O)Nc2nnc(Cc3cccs3)o2)cc1,68
Nc1ccc(Cl)c(N2CCCS2(=O)=O)c1,65

3 compounds from above, sorted by the value under RMI-FANCM inh, descending.
Molecule,RMI-FANCM inh
CCCN1C(=O)C(C)(C)COc2ccc(NS(=O)(=O)Cc3ccc(Cl)cc3)cc21,72
Cc1ccc(SCCCC(=O)Nc2nnc(Cc3cccs3)o2)cc1,68
O=C(CCc1csc(NS(=O)(=O)c2ccccc2)n1)Nc1ccc2c(c1)OCO2,59

An excerpt from the list above, as a working copy:
Molecule,RMI-FANCM inh
O=c1o[nH]c(-c2ccccc2)c1N=Nc1c(F)cccc1Cl,48
COCCn1cc(NC(=O)Nc2ccccc2SC)c2ccccc21,49
Cc1ccc2oc(=O)cc(CN3CCOCC3)c2c1,63
O=C(CCc1csc(NS(=O)(=O)c2ccccc2)n1)Nc1ccc2c(c1)OCO2,59
Cc1cc(NC(=O)C(=O)NCC2CCN(Cc3ccccc3)CC2)no1,68
